# Compound activity as filed in PubChem.
# hIAP inh: human IAP inhibitors, primary screen, biochemical, luminescence, uHTS | Intestinal-type alkaline phosphatase (Homo sapiens), P09923 | purified IAP, CDP-Star luminescence, 30 min | inhibition, % at 10 µM | actives 0.12% (n = 330,000) | AID 2544, 2010;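 active means inhibition reaching a set limit with compound at 10 µM in the primary screen, cut at about 35% in these data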;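 further: plate controls were DMSO wells with enzyme for no effect and no-enzyme buffer wells for full effect; values of inactives mirror those of a sister screen read the other way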
# mIAP activ: activators of mouse IAP, primary screen, biochemical, luminescence, uHTS. muIAP, CDP-Star luminescence, 30 min; hits give high values; 1 = vehicle-only enzyme signal, 0 = enzyme-free wells. actives 0.24% (n = 330,000). activation factor at 10 µM;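 active means activation factor of at least 2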; further: the source names both 10 and 20 µM as test concentration; values of inactives mirror those of a sister screen read the other way
#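 System: Mouse IAP enzyme | Also added: CDP-Star substrate | Dosing: Compounds dispensed in DMSO | Schedule: 30 min enzyme-substrate-compound incubation at room temperature | Technique: Chemiluminescence readout | Control set: DMSO-only wells and no-enzyme negative control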
# hIAP act: human IAP activators, primary screen, biochemical, luminescence, uHTS; Intestinal-type alkaline phosphatase (Homo sapiens), P09923; purified human IAP, CDP-Star luminescence, 30 min; hits give high values; 1 = vehicle-only enzyme, 0 = enzyme-free background; activation factor at 10 µM; actives 0.16% (n = 330,000); AID 2524, 2010;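 active means activation factor of the enzyme at least 2-fold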; further: the source names both 10 and 20 µM as test concentration; values of inactives mirror those of a sister screen read the other way
# HKDC1 inhibitor: HKDC1 hexokinase inhibitors, primary screen, biochemical, fluorescence, uHTS. AID 493160, 2011. Q2TB90. recombinant HKDC1, G6PDH/diaphorase resazurin coupled fluorescence. actives 0.16% (n = 340,000). inhibition, % at 20 µM;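 active means inhibition above about 35% when tested at 20 µM, limit read from the data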;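 further: plate controls were DMSO wells with enzyme for no effect and DMSO wells lacking enzyme for full effect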
# Target sequence (Q2TB90 whole entry, looked up): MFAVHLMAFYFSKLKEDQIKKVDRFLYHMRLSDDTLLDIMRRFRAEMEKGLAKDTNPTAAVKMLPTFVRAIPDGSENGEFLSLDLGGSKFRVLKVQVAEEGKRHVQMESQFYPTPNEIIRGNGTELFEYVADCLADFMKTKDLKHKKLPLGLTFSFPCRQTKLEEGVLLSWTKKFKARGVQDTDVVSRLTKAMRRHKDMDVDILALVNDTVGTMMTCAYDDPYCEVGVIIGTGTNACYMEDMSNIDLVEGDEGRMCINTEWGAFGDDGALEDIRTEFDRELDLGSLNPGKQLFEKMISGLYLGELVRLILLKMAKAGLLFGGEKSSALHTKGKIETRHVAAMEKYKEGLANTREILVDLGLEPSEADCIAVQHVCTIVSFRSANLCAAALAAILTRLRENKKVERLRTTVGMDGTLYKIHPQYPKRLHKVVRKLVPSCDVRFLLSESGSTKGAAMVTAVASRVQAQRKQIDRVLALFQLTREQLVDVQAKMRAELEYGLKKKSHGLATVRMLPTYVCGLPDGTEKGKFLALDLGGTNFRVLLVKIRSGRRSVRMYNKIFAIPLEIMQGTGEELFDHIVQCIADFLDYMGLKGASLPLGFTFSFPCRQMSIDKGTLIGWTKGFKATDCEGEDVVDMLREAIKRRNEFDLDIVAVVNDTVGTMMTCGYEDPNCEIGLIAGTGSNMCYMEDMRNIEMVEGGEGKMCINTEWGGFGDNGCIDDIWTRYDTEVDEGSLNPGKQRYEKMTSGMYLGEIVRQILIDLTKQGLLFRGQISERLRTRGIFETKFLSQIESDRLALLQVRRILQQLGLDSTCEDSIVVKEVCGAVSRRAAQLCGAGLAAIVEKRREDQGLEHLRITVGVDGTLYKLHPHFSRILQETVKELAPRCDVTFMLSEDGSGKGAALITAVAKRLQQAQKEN
#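 Material: recombinant HKDC1 hexokinase; Amount: HKDC1 at 5 µg/mL; Medium: Tris pH 8.0 buffer with MgCl2, Tween-20, BSA, BME; Schedule: 90 min reaction incubation at room temperature, dark; Technique: coupled resazurin fluorescence, excitation 525 nm, emission 613 nm.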
# ATG4B inh: ATG4B protease inhibitors, primary screen, biochemical, fluorescence, uHTS | Cysteine protease ATG4B (Homo sapiens), Q9Y4P1 | ATG4B cleavage of LC3-PLA2, NBD-HPC fluorescence, 1 h | inhibition, % at 8.33 µM | actives 0.51% (n = 340,000) | AID 504462, 2011; in the data active means inhibition above about 40%
# mIAP block: inhibitors of mouse IAP, primary screen, biochemical, luminescence, uHTS; intestinal alkaline phosphatase [Mus musculus]; purified mouse IAP, CDP-Star luminescence, 30 min; inhibition, % at 10 µM; actives 0.2% (n = 330,000); AID 2806, 2010;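 active means inhibition of at least 40% at 10 µM in the primary screen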;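 further: plate controls were DMSO with enzyme for no effect and no enzyme wells for full effect; values of inactives mirror those of a sister screen read the other way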
# PfGluPho inh: PfG6PD enzyme inhibitors, primary screen, biochemical, fluorescence intensity, uHTS | AID 504690, 2011 | PfGluPho enzyme, NADPH resazurin-diaphorase fluorescence | inhibition, % at 20 µM | glucose-6-phosphate dehydrogenase-6-phosphogluconolactonase (Plasmodium falciparum 3D7) | actives 0.78% (n = 350,000);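 active means inhibition reaching at least a set limit at 20 µM in the primary screen, cut at about 59% in these data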;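 further: 0% = DMSO wells with substrate and 100% = DMSO wells lacking glucose-6-phosphate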
# APOBEC3A inh: APOBEC3A ssDNA deaminase inhibitors, primary screen, selectivity assay for APOBEC3G inhibitor project, biochemical, FAM/TAMRA oligo cleavage fluorescence. DNA dC->dU-editing enzyme APOBEC-3A (Homo sapiens), P31941. recombinant A3A, FAM/TAMRA ssDNA deamination fluorescence. inhibition, % at 20 µM. actives 0.41% (n = 330,000);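 active means at least 40% inhibition at 20 µM here, with at most 30% in a related deaminase screen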;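 further: plate controls were A3A with DMSO for no effect and wells lacking A3A enzyme for full effect; some results filed as inactive read as strong as hits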
# * marks the source's active call; other numbers are inactive results; · = no result given.
# Each structure is followed by: hIAP inh, mIAP activ, hIAP act, HKDC1 inhibitor, ATG4B inh, mIAP block, PfGluPho inh, APOBEC3A inh
- COc1ccc(NC(=O)C2CCCN2C(=O)NCc2ccccc2)cc1OC (stereo not given)
 : -24, 0.99, 1.2, 3, -15, 1, -11, 0
- COc1ccc(/C=C(\NC(=O)c2ccc(C)cc2)C(=O)NCC2CCCO2)cc1 (stereo not given)
 : -7, 0.91, 1.1, -4, 0, 9, -10, 0
- COc1ccc(OCCCC(=O)N2CCN(S(=O)(=O)c3cccc(F)c3)CC2)cc1
 : 8, 0.98, 0.92, 5, -5, 2, 0, 0
- Cc1cc(OC(=O)c2ccc(S(=O)(=O)N(C)C)cc2)c([N+](=O)[O-])c(=O)[nH]1
 : 4, 0.9, 0.96, -6, -5, 10, 14, -2
- Cc1ccc2c(c1)C(=O)C(=O)N2CC(=O)Nc1ccc(N2CCOCC2)cc1
 : -1, 1, 1, 1, -41, -2, -1, -3
- Cc1ccc(C)c(S(=O)(=O)N2CCN(C(=O)c3ccc(-n4cncn4)c([N+](=O)[O-])c3)CC2)c1
 : 9, 1, 0.91, 1, -6, -2, -4, -4
- N#CC1(NC(=O)COC(=O)c2ccc(Cl)nc2)CCCCC1
 : -8, 1.1, 1.1, 4, 3, -8, -8, 2
- CCOC(=O)N1CCN(C(=O)Cn2cnc3ccccc3c2=O)CC1
 : -12, 1, 1.1, 6, 1, 0, -8, -1
- O=C(N/N=C/c1ccc2c(c1)OCO2)C(=O)Nc1ccc2ccccc2c1
 : -7, 1.1, 1.1, ·, ·, -5, ·, -4
- COCc1c(C#N)c(NCCc2ccccc2)nc(C)c1[N+](=O)[O-]
 : -10, 0.99, 1.1, 13, 3, 1, -2, -6
- O=C(COc1ccccc1[N+](=O)[O-])Nc1cc(Cl)ccc1C(=O)O
 : -12, 0.95, 1.1, -4, 8, 5, -2, 0
- COc1ccccc1-c1nnc(SC2CCc3ccccc3NC2=O)s1 (stereo not given)
 : 8, 0.89, 0.92, -9, -17, 11, 8, -1
- Cc1ccc(C(=O)Nc2ccccc2C(N)=O)o1
 : 20, 1.1, 0.8, -2, 3, -7, -9, 4
- CC1CCN(S(=O)(=O)c2cccc(C(=O)NNC(=O)c3ccco3)c2)CC1
 : -56, 0.82, 1.6, -1, -2, 18, -17, -5
- CC(C)(C)Cc1nnc(NC(=O)c2cc(-c3ccccc3)nc3ccccc23)s1
 : 0, 0.88, 1, 2, 10, 12, -21, 0
- CCOC(=O)c1c2c(n(C)c1C)C(=O)C(=O)c1ccc(Br)cc1-2
 : -8, 0.92, 1.1, 11, -11, 8, 22, 1
- CCC(C)NC(=S)Nc1ccc(F)cc1 (stereo not given)
 : 4, 1.1, 0.96, -5, 6, -5, -8, 2
- CCc1ccc(OCc2cnc(Cl)s2)cc1
 : 1, 0.91, 0.99, -1, 0, 9, -2, 1
- CCC(C)(C)NC(=O)C(c1ccc(F)cc1)N(CCOC)C(=O)CCC(=O)Nc1nccs1 (stereo not given)
 : 8, 0.89, 0.92, -3, -4, 11, -2, -1
- O=C(NC1CCCC1)C1CCN(C(=O)c2ccc(Cl)cc2)CC1
 : 1, 1.2, 0.99, -5, 0, -17, -3, 3

# Three of the entries above in order of their number in APOBEC3A inh, smallest number first:
# Each structure is followed by: hIAP inh, mIAP activ, hIAP act, HKDC1 inhibitor, ATG4B inh, mIAP block, PfGluPho inh, APOBEC3A inh
- Cc1ccc2c(c1)C(=O)C(=O)N2CC(=O)Nc1ccc(N2CCOCC2)cc1
 : -1, 1, 1, 1, -41, -2, -1, -3
- CCOC(=O)N1CCN(C(=O)Cn2cnc3ccccc3c2=O)CC1
 : -12, 1, 1.1, 6, 1, 0, -8, -1
- CC(C)(C)Cc1nnc(NC(=O)c2cc(-c3ccccc3)nc3ccccc23)s1
 : 0, 0.88, 1, 2, 10, 12, -21, 0

# In a second layout: results already given.
hIAP inh,mIAP activ,hIAP act,HKDC1 inhibitor,ATG4B inh,mIAP block,PfGluPho inh,APOBEC3A inh,smiles
8,0.89,0.92,-3,-4,11,-2,-1,CCC(C)(C)NC(=O)C(c1ccc(F)cc1)N(CCOC)C(=O)CCC(=O)Nc1nccs1 (stereo not given)
0,0.88,1,2,10,12,-21,0,CC(C)(C)Cc1nnc(NC(=O)c2cc(-c3ccccc3)nc3ccccc23)s1
20,1.1,0.8,-2,3,-7,-9,4,Cc1ccc(C(=O)Nc2ccccc2C(N)=O)o1

# (more compounds)
# Each structure is followed by: hIAP inh, mIAP activ, hIAP act, HKDC1 inhibitor, ATG4B inh, mIAP block, PfGluPho inh, APOBEC3A inh
- CCN1C(=O)[C@H]2[C@@H](c3ccc(C)cc3)N3C(=O)N(c4cccc(Cl)c4)C(=O)[C@@]3(C)[C@H]2C1=O
 : 2, 1, 0.97, -3, -1, 0, 12, -3
- Cc1ccc(S(=O)(=O)N(C)C)cc1NC(=S)NC(=O)C12CC3CC(CC(C3)C1)C2
 : 32, 0.76, 0.68, -2, -5, 24, 8, 1
- Cc1ccc(NC(=O)C(C)N2C(=O)c3ccccc3C2=O)nc1 (stereo not given)
 : 7, 0.9, 0.93, -7, 8, 10, -2, 0
- Cc1ccc2c(ccc(=S)n2C)c1
 : 7, 0.99, 0.93, 1, -1, 0, -3, -4
- CCOc1ccc(C(=O)Nc2ccc(C(F)(F)F)n(C)c2=O)cc1
 : 5, 0.99, 0.95, -3, -2, 1, 6, 2
- COc1ccc(C(=O)COC(=O)C2CC3CCCC(C2)C3=O)cc1Br (stereo not given)
 : -16, 1, 1.2, -5, 6, -1, -2, -4
- O=C(COC(=O)c1cccc(C(F)(F)F)c1)NCc1ccc(Cl)cc1
 : -8, 1, 1.1, -3, -10, 0, 11, -2
- O=C(CSc1nnc(Cc2ccccc2)o1)N1CCCc2ccccc21
 : -6, 0.95, 1.1, -7, 4, 5, 19, 2
- Cc1nnc(NC(=O)CSc2nccn2-c2ccc(F)cc2)s1
 : 2, 1, 0.98, -9, -9, -4, 6, 5
- Cc1ccc(NC(=O)C2CCCN(C3=NS(=O)(=O)c4ccccc43)C2)c(O)c1 (stereo not given)
 : -37, 0.94, 1.4, 0, -4, 6, 9, 3
- N#CCCN1CCN(S(=O)(=O)c2cc(Cl)ccc2Cl)CC1
 : -2, 1.1, 1, -5, -5, -9, 2, -6
- O=C(CSc1nnc(-c2ccco2)o1)NC1CCCCC1
 : 7, 1, 0.93, -3, 10, -4, -7, -1
- COc1ccc(CCNC(=O)CN2C(=O)COc3ccc(S(=O)(=O)N4CCCC4)cc32)cc1OC
 : -22, 0.99, 1.2, -5, 2, 1, 0, -3
- O=P(O)(CCc1ccccn1)CN1CCOCC1
 : -7, 1, 1.1, -2, 4, -4, -12, -4
- O=c1oc2cc(Br)ccc2n1CSC1=NCCS1
 : -28, 0.98, 1.3, -8, -5, 2, 31, -4
- Nc1no[n+]([O-])c1-c1ccccc1
 : 2, 1.1, 0.98, -2, -6, -8, 16, -2
- CC(C)CNC(=O)COC(=O)c1ccccc1OCC(=O)Nc1ccc(Br)cc1
 : -14, 1, 1.1, -5, -1, -2, -36, 5
- CC(=O)NCCc1cc2ccc(C)cc2[nH]c1=O
 : 1, 1, 0.99, -2, -9, -2, -2, 0
- Cc1noc(C)c1C(=O)OCC(=O)Nc1ncc(Cl)c(C)c1Cl
 : 6, 1, 0.94, 18, 0, 0, -8, 15
- O/N=C/c1cc(Cl)ccc1OCc1cccc2ccccc12
 : 6, 1, 0.94, ·, ·, -2, ·, 4

# Next records follow.
Structure	hIAP inh	mIAP activ	hIAP act	HKDC1 inhibitor	ATG4B inh	mIAP block	PfGluPho inh	APOBEC3A inh
O=S(=O)(/C=C/c1ccccc1)N1CCN(c2nc(-c3cccnc3)nc3ccccc23)CC1	-14	0.95	1.1	-8	-6	5	7	6
O=C(NCc1ccc(Cl)cc1)C(=O)c1c[nH]c2ccccc12	7	0.84	0.93	3	-4	16	8	-1
CCOc1ccccc1N(CC(=O)NC1CCCC1)C(=O)CNC(=O)c1cccs1	13	0.96	0.87	-1	-4	4	-11	-5
Cc1ccc(Nc2cc(=O)[nH]c(=O)[nH]2)c(C)c1	-11	0.99	1.1	1	7	1	-4	-1
Cc1cc(C)nc(SCCN2CCCCC2)n1	17	0.89	0.83	-5	-4	11	1	-2
COc1ccc(OC)c(NC(=O)CCn2c(=S)[nH]c3ccccc3c2=O)c1	11	0.96	0.89	3	8	4	11	-3
CCN(Cc1ccccc1)C(=O)COC(=O)CNS(=O)(=O)c1ccc(C)cc1	-26	1.1	1.3	-4	6	-13	7	-1
Cc1ccc(S(=O)(=O)N(CC(=O)Nc2ccccc2C(=O)O)c2ccc(Cl)cc2)cc1	10	1.1	0.9	4	15	-7	-16	1
O=C(CC1SCCNC1=O)Nc1ccc(F)c(Cl)c1 (stereo not given)	2	1.1	0.98	-7	2	-11	7	1
CC(C)CCN(C(=O)CCCSc1nc2ccccc2[nH]1)c1c(N)n(Cc2ccccc2)c(=O)[nH]c1=O	-1	0.94	1	-2	4	6	-4	-3
CCOC(=O)c1c(C)oc(/N=C/c2ccccc2O)c1C#N	-18	0.97	1.2	1	2	3	-14	-1
COc1cc2cc(C(=O)N/N=C/c3ccccc3Cl)[nH]c2cc1OC	-6	0.96	1.1	3	-29	4	5	-2
CCOC(=O)c1cnc2c(ccc3ccccc32)c1Cl	10	1	0.9	-5	0	0	-1	-5
COc1ccc(CC(=O)OCc2nnc(-c3ccccc3)o2)cc1	-3	1.1	1	-5	0	-6	9	1
O=C(Nc1ccc2oc(-c3ccncc3)nc2c1)c1ccccc1F	-7	1.2	1.1	-2	-9	-16	21	-9
CCOC(=O)c1c(/N=C/N(C)C)sc(/C=N/Nc2ccccc2)c1-c1ccc(Cl)cc1	4	0.93	0.95	-6	-8	7	10	0
CC(C)C(=O)NN(C(=O)c1ccccc1)c1ccccc1	-1	1	1	-11	4	0	-14	2
O=C(Nc1cccc(-c2cscn2)c1)C1CCN(Cc2ccc(CO)o2)CC1	-8	1.1	1.1	0	0	-11	2	-3
CCOC(=O)c1c(NC(=O)CSc2nnc(-c3ccc(Cl)cc3)o2)sc2c1CCC2	12	0.95	0.89	16	7	5	22	3
COc1ccc(-c2csc(N(CCc3ccc(OC)c(OC)c3)C(=O)COc3ccccc3)n2)cc1	-11	0.99	1.1	-7	-22	1	11	0
O=S1(=O)N=C(Nc2ccc(O)c(CN3CCCCC3)c2)c2ccccc21	5	0.95	0.95	-9	-1	5	17	-7
N#C/C(=C\c1c(F)cccc1Cl)S(=O)(=O)c1ccccn1	-24	1.1	1.2	0	-3	-13	-1	4
Cc1cc(N=Nc2ccccc2C(=O)O)c(C)c(C)c1O	24	0.75	0.76	10	13	25	32	11
